Source: PubChem BioAssay
ELG1 DNA repair – ELG1-dependent DNA repair inhibition; Potency, µM (doses to about 46.1 µM), inactives show at the top dose activity change, negative = inhibition, actives largely listed as inhibitors; HEK293T ELG1-luciferase reporter, luminescence, 16 h; DNA damage induced by 5-fluorouridine; AID 504467; 2.3% of 330,000 active; further: potency means the concentration at half of the fitted maximal effect; on the % scale 0 is the no-effect control and ±100 the full control effect; nearly all actives have a fitted effect of over 55% in size
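Reporter activity after DNA damage by 5-fluorouridine is monitored. Compound-treated cells incubate 16 hr at 37 °C, then ONE-Glo is added for 30 min before luminescence reading.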
TRPV1 agonist – human TRPV1 agonism; AID 540275; Q8NER1; activation, % at 8.33 µM; TRPV1-expressing cells, Fluo-8 calcium influx, agonist mode; 0.19% of 320,000 active; in the data active means activation above about 80%; inconclusive means between about 30% and that limit; further: 0% is about no effect
Target sequence (Q8NER1 whole entry, looked up): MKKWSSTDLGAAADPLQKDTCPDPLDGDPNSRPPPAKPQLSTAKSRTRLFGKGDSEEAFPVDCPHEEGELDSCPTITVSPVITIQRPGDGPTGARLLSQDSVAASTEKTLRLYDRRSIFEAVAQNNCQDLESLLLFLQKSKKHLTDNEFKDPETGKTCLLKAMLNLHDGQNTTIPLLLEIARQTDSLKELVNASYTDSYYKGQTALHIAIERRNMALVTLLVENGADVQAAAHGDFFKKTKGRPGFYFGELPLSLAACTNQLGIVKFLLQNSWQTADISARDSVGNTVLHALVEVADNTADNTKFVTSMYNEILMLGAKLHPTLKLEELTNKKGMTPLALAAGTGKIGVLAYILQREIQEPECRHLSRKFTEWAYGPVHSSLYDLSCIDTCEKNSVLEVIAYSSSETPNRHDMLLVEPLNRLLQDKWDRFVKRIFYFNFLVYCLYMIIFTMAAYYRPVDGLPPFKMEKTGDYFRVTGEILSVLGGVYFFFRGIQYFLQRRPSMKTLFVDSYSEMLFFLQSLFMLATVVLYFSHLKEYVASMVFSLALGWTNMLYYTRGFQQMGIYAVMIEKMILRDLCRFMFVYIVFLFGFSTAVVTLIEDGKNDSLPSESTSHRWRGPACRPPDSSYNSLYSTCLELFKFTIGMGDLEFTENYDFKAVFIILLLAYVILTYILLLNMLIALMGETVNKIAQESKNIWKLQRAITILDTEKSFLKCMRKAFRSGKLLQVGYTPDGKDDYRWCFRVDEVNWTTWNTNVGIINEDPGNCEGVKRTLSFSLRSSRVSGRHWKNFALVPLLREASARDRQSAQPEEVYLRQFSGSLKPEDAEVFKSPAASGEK
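Cells expressing TRPV1 were dye-loaded with Fluo-8 and read kinetically: 10 s baseline, 3 min after compound (agonist portion), then 2 min after EC20 capsaicin (allosteric enhancer portion). Calcium-bound dye fluorescence at 480/520 nm.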
B2AR arrestin – agonists driving beta-arrestin recruitment to human beta2-adrenergic receptor; P07550; beta-arrestin recruitment to beta2AR, cell-based reporter; Potency, µM (highest dose often 46.1 µM), for the others: top-dose activation, hits mostly activators; 0.02% of 330,000 active;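 further: potency means the concentration at half of the fitted maximal effect; 0% = DMSO controls and full agonism = EC100 isoproterenol or metaproterenol; nearly all actives have a fitted effect of over 65% in size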
p53 reactivator – mutant p53 re-activation in reporter cells. H1299 p53-A138V BP100-luciferase reporter, luminescence, 24 h. Potency, µM (titrated, usually from 92.2 µM), for the others: top-dose activity change, positive = activation, hits mostly activators. 0.063% of 320,000 active; further: potency means the concentration at half of the fitted maximal effect; % of control where 0% means no effect; nearly all actives have a fitted effect of over 45% in size
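p53-null H1299 cells stably carrying temperature-sensitive p53-A138V and a BP100-luciferase reporter were pinned with compounds (4-point, 1:5 series) and held 24 hrs at 37 deg C. Luminescence was read 10 min after detection reagent.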
a7 integrin act – activators of alpha7 integrin expression for muscular dystrophy | alpha7betagal myoblasts, beta-gal FDG fluorescence, 48 h | Potency, µM (doses to about 38.3 µM), without a hit: at the highest dose activation, usual class: activators | 0.064% of 350,000 active | AID 624291;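 further: potency means the concentration at half of the fitted maximal effect; 100% = response of the positive control SU9516; nearly all actives have a fitted effect of over 60% in size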
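Alpha7betagal+/- myoblasts (passage 13) were plated 16-24 hr, then exposed to compounds (1:260 dilution of DMSO stock) for 48 hours at 37C. After MPER lysis, β-galactosidase reporter activity was read as FDG fluorescence (ex 480/em 540) after 30 minutes.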
CXXC DNA block – inhibitors of human MLL CXXC domain-DNA interaction. Q03164. MLL-CXXC / FITC-HOXA9 DNA fluorescence polarization. Potency, µM (top dose mostly 115 µM), without a hit: at the highest dose activity change, negative = inhibition, hits mostly inhibitors. 0.037% of 290,000 active; active means well fitted inhibition curve with a large enough effect in the polarisation, with a control signal flat, not every such curve was filed as active; inconclusive means small, poorly fitted or top-dose-only effect, or effect the other way, or a change in a side signal; inactive means no such curve, though single readings can be large or run the other way; the % refers to the polarisation; further: potency means the concentration at half of the fitted maximal effect
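Steps: dispense CXXC domain solution (7 uM) → pin compounds or unlabeled HOX-A9 DNA control → 5 min ambient → add FLSN-HOX-A9 solution (50 nM) → spin → 30 min ambient → fluorescence polarization. Tris pH 7.5/NaCl/DTT/BSA buffer.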
PTAP TSG101 blk – blocks PTAP/TSG101 interaction to inhibit HIV-1 budding | AID 493005 | 340,000 tested, under 10 active | Fluorescence polarization, FITC-PTAP peptide / Tsg101 binding | Q99816 | Potency, µM (highest dose often 115 µM), without a hit: at the highest dose activity change, negative = inhibition, most hits filed as inhibitors; active means well fitted inhibition curve with a large enough effect in the main read-out, with a control signal flat, not every such curve was filed as active; inconclusive means small, poorly fitted or top-dose-only effect, or effect the other way, or a change in a side signal; inactive means no such curve, though single readings can be large or run the other way; further: potency means the concentration at half of the fitted maximal effect; % of control where 0% means no effect
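FP read-out: FITC-PTAP peptide, 50 nM final, binding Tsg101 binding domain, 10 uM final; 20 min, r.t.; 10 mM HEPES pH 7.5, 0.15 M NaCl, 0.01% Tween 20, 3 mM EDTA, 0.1 mM TCEP.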
AT treatment – candidate therapy for ataxia-telangiectasia | […] A-T fibroblasts, KAP-1 phosphorylation AlphaLISA; neocarzinostatin DNA damage 30 min before lysis | 0.19% of 320,000 active | Potency, µM (top dose mostly 57.5 µM), without a hit: top-dose activation, most hits filed as activators | AID 485349; further: potency means the concentration at half of the fitted maximal effect; % of control where 0% means no effect; nearly all actives have a fitted effect of over 45% in size
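hTERT-immortalized A-T patient fibroblasts ([…]), 500 cells/well in OPTI-MEM, 1% FBS, got compounds for 60 min, then NCS for 30 min at 37C. Lysates were then assayed for phospho-KAP-1 by AlphaLISA (anti-pKAP1 donor, anti-KAP1 acceptor beads), 6 hr at 25C.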
BRCA1 expr act – increases BRCA1 expression; Potency, µM (titrated, usually from 46.1 µM), inactives show top-dose activation, usual class: activators; AID 624202; MCF7-BRCA1-FFLuc reporter, luminescence, 48 h; response scale: scaled: vehicle 0%, 10 µM genistein 100%; 1.1% of 380,000 active; further: potency means the concentration at half of the fitted maximal effect; nearly all actives have a fitted effect of over 80% in size; some results filed as inactive show a strong effect at the top dose
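Luminescence from a BRCA1-driven firefly luciferase in MCF7 cells was the read-out, taken 15 min after substrate addition following 48 h compound exposure at 37 °C. Data were normalized to a 10 microM genistein control and DMSO vehicle.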
TCR activator – activates T cell receptor signaling; 330,000 tested, under 10 active; AID 504894; primary human leukocytes, anti-CD3, IL-2 HTRF, 48 h; Potency, µM (doses to about 9.22 µM), for the others: top-dose activation of IL-2 secretion, hits mostly activators; further: % of control where 0% means no effect
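Compounds are tested in HTS on primary human leukocytes co-incubated with a-CD3 beads for 48 hr. IL-2 output is measured by time-resolved FRET.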
Active calls of the source: *; [ ] = another dose, or the depositor's remark. Unless noted, the call rests on the fitted dose curve; in most records, active means well fitted curve in the direction sought with a large enough effect; inconclusive means small, poorly fitted or top-dose-only effect, or another doubt; inactive means no such curve, though single readings can be large; an effect the other way counts as inactive or inconclusive. The order is random (roughly 3.8% active in at least one column).

Screening CCOC(=O)COc1ccccc1/C=N/O returned ELG1 DNA repair -1%, TRPV1 agonist 2, B2AR arrestin -0.9%, p53 reactivator 11%, a7 integrin act 4%, CXXC DNA block 14%, PTAP TSG101 blk 5%, AT treatment -7%, BRCA1 expr act -14% and TCR activator 1%[46.1 µM].
`CCOC(=O)N1CCC(=NNC(=O)Cn2ccc(C(F)(F)F)n2)CC1` gave ELG1 DNA repair 0%, TRPV1 agonist -3, B2AR arrestin 0.4%, p53 reactivator -5%, a7 integrin act -29%, CXXC DNA block -5%, PTAP TSG101 blk -1%, AT treatment 8%, BRCA1 expr act -19% and TCR activator 3%.
Screening O=C(NNc1c2ccccc2nc2ccccc12)C12CC3CC(CC(C3)C1)C2 returned ELG1 DNA repair inconclusive, TRPV1 agonist inconclusive, B2AR arrestin 0.2%, p53 reactivator -9%, a7 integrin act 5%, CXXC DNA block 7%, PTAP TSG101 blk -4%, AT treatment -6%, BRCA1 expr act -30% and TCR activator -2%.
`Cc1nn(CC(=O)Nc2ccc3c(c2)CCC3)c(C)c1[N+](=O)[O-]` gave ELG1 DNA repair 11%, TRPV1 agonist 1, B2AR arrestin -0.2%, p53 reactivator -9%, a7 integrin act 3%, PTAP TSG101 blk 1%, AT treatment 1%, BRCA1 expr act -10% and TCR activator 5%.
For CC(C)CNC1=CC(=O)CC(c2ccco2)C1 (centres undefined) the results were ELG1 DNA repair -1%, TRPV1 agonist 1, B2AR arrestin 0.3%, p53 reactivator -5%, a7 integrin act 4%, CXXC DNA block -5%, PTAP TSG101 blk -15%, AT treatment 5%, BRCA1 expr act -1% and TCR activator 3%.
COc1ccc(C(=O)c2ccc(Br)cc2)cc1 was read as ELG1 DNA repair 1.2µM*, TRPV1 agonist 22, B2AR arrestin 7.4%, p53 reactivator -12%, a7 integrin act 1%, CXXC DNA block -4%, PTAP TSG101 blk -3%, AT treatment 5%, BRCA1 expr act 94% and TCR activator 3%.
CCOC(=O)c1cccc(NC(=O)C2CCC(CNc3c(N4CCOCC4)c(=O)c3=O)CC2)c1 (centres undefined) was read as ELG1 DNA repair inconclusive, TRPV1 agonist -4, B2AR arrestin -0.4%, p53 reactivator -11%, a7 integrin act -2%, CXXC DNA block -5%, PTAP TSG101 blk 1%, AT treatment -4%, BRCA1 expr act -13% and TCR activator -4%.
Screening CCN1C(=O)C(CC(=O)Nc2cccc(C(C)=O)c2)S/C1=N\c1ccccn1 (centres undefined) returned ELG1 DNA repair inconclusive, TRPV1 agonist -8, B2AR arrestin -0.1%, p53 reactivator -15%, a7 integrin act 26%, CXXC DNA block -4%, PTAP TSG101 blk -11%, AT treatment 33%, BRCA1 expr act -15% and TCR activator -1%[46.1 µM].
CCCc1nnc(SCC(=O)Nc2cccc(Cl)c2Cl)o1 was read as ELG1 DNA repair 18%, TRPV1 agonist -2, B2AR arrestin -0.6%, p53 reactivator 0%, a7 integrin act -8%, CXXC DNA block 36%, PTAP TSG101 blk 0%, AT treatment 3%, BRCA1 expr act 8% and TCR activator 0%.
Screening CN(C)c1nc(-c2ccc([N+](=O)[O-])cc2)cs1 returned ELG1 DNA repair inconclusive, TRPV1 agonist 1, B2AR arrestin 3.5%, p53 reactivator inconclusive, a7 integrin act 3%, CXXC DNA block 1%, PTAP TSG101 blk -1%, AT treatment 2%, BRCA1 expr act 98% and TCR activator 8%.
Screening COc1cc(C=NNC(=O)c2ccccc2NS(=O)(=O)c2cccs2)cc(OC)c1O returned ELG1 DNA repair 6%, B2AR arrestin -0.1%, p53 reactivator -6%, a7 integrin act 9%, PTAP TSG101 blk -1%, AT treatment 4%, BRCA1 expr act 1% and TCR activator 1%.
For Nc1nc(SCc2ccccc2Cl)[nH]c(=O)c1-c1ccccc1 the results were ELG1 DNA repair 12%, TRPV1 agonist -1, B2AR arrestin 0.5%, p53 reactivator 4%, a7 integrin act 20%, CXXC DNA block 19%, PTAP TSG101 blk -8%, BRCA1 expr act 14% and TCR activator 1%[46.1 µM].
Cc1ccc(Cl)cc1N(CC(=O)NC(C)c1ccccc1)S(C)(=O)=O (centres undefined) was read as ELG1 DNA repair -1%, TRPV1 agonist 2, B2AR arrestin -0.8%, a7 integrin act -22%, CXXC DNA block 13%, PTAP TSG101 blk -1%, AT treatment -10%, BRCA1 expr act 1% and TCR activator 3%.
For CCNC(=S)N1CCN(c2ccccn2)CC1 the results were ELG1 DNA repair 13%, TRPV1 agonist 0, B2AR arrestin -0.1%, p53 reactivator -10%, a7 integrin act 0%, CXXC DNA block -4%, PTAP TSG101 blk -7%, AT treatment 0%, BRCA1 expr act 20% and TCR activator 3%[46.1 µM].
COCCN1CCc2[nH]c(=S)[nH]c(=O)c2C1 was read as ELG1 DNA repair 14%, TRPV1 agonist 1, B2AR arrestin -0.4%, p53 reactivator 5%, a7 integrin act 8%, CXXC DNA block -3%, PTAP TSG101 blk 0%, AT treatment -6%, BRCA1 expr act -21% and TCR activator 1%[46.1 µM].
Screening CCCn1c(O)c(/C=C2\C=NN=C2c2ccccc2)sc1=S returned ELG1 DNA repair inconclusive, TRPV1 agonist 6, B2AR arrestin 0.1%, p53 reactivator 0%, a7 integrin act -13%[7.66 µM], CXXC DNA block -8%, PTAP TSG101 blk 1%, AT treatment 6%, BRCA1 expr act -23% and TCR activator 1%.
O=C(ONC1=NCCCCC1)c1ccc([N+](=O)[O-])cc1 was read as ELG1 DNA repair 15%, TRPV1 agonist 12, B2AR arrestin -0.6%, p53 reactivator -2%, a7 integrin act -12%, CXXC DNA block 3%, PTAP TSG101 blk 0%, AT treatment 5%, BRCA1 expr act -8% and TCR activator -5%.
Screening Cc1cccc(C)c1NC(=O)CSc1cc(C(=O)c2nccn2C)c2ccccc2n1 returned ELG1 DNA repair 15µM*, TRPV1 agonist 1, B2AR arrestin 0.0%, p53 reactivator -3%, a7 integrin act -1%, CXXC DNA block -2%, PTAP TSG101 blk -2%, AT treatment 2%, BRCA1 expr act -22% and TCR activator -6%[46.1 µM].
`Cc1oc(-c2ccccc2)cc1C(=O)Nc1ccc2ccccc2c1` gave ELG1 DNA repair 25%, TRPV1 agonist -3, B2AR arrestin -0.4%, p53 reactivator 3%, a7 integrin act -18%, CXXC DNA block 26%, PTAP TSG101 blk 2%, AT treatment 1%, BRCA1 expr act -25% and TCR activator -8%.
For CC(=O)C(=Nc1cccc(Cl)c1)NNc1ccccc1C the results were a7 integrin act -9%, PTAP TSG101 blk 2%, BRCA1 expr act -28% and TCR activator 0%.
Screening COC(=O)c1cc(NC(=O)CC2C(=O)NCCN2C(=O)c2ccc(F)cc2)cc(C(=O)OC)c1 (centres undefined) returned ELG1 DNA repair 7%, TRPV1 agonist 4, B2AR arrestin 0.0%, p53 reactivator 3%, a7 integrin act -20%, CXXC DNA block -2%, PTAP TSG101 blk -7%, AT treatment -2%, BRCA1 expr act -9% and TCR activator 7%.
Screening CC(C)NC(=O)CSc1nc2ccccc2n1CC(=O)N1CCc2ccccc21 returned ELG1 DNA repair -1%, TRPV1 agonist -1, B2AR arrestin -0.1%, p53 reactivator -23%, a7 integrin act 8%, CXXC DNA block -1%, PTAP TSG101 blk -3%, AT treatment 2%, BRCA1 expr act 0% and TCR activator -11%.
`Cc1nn(C)cc1S(=O)(=O)NCc1ccc2c(c1)OCO2` gave ELG1 DNA repair 14%, TRPV1 agonist -1, B2AR arrestin 0.0%, p53 reactivator -7%, a7 integrin act -6%, CXXC DNA block 1%, PTAP TSG101 blk -5%, AT treatment -1%, BRCA1 expr act 2% and TCR activator -1%.
For COc1ccccc1-c1noc(COC(=O)c2ccc(Br)o2)n1 the results were ELG1 DNA repair 21%, TRPV1 agonist 2, B2AR arrestin -1.5%, p53 reactivator 7%, a7 integrin act 26%, PTAP TSG101 blk -1%, AT treatment 1%, BRCA1 expr act -6% and TCR activator 2%.
For CCOC(=O)C1=C(N)n2c(s/c(=C\c3ccco3)c2=O)=C(C(=O)OC(C)C)C1c1ccco1 (centres undefined) the results were ELG1 DNA repair inconclusive, TRPV1 agonist inconclusive, B2AR arrestin 0.1%, p53 reactivator 15%, a7 integrin act -23%, CXXC DNA block -4%, PTAP TSG101 blk -4%, AT treatment -1%, BRCA1 expr act -26% and TCR activator 5%[46.1 µM].
For COc1ccc(N=CC2=C(O)CC(C)(C)CC2=O)cc1 the results were ELG1 DNA repair inconclusive, TRPV1 agonist 2, B2AR arrestin 0.6%, p53 reactivator 28%, a7 integrin act 16%, CXXC DNA block 11%, PTAP TSG101 blk -3%, AT treatment 4%, BRCA1 expr act -27% and TCR activator 2%.
